Screens (PubChem)
12-LOX inh – blocks human arachidonate 12S-lipoxygenase; P18054; purified 12hLO, xylenol orange hydroperoxide absorbance; Potency, µM (highest dose often 108 µM), for the others: at the highest dose activity change, negative = inhibition, hits mostly inhibitors; hit rate 1.1% among 580,000; AID 1671190; active = well fitted inhibition curve with a large enough effect; inconclusive = small, poorly fitted or top-dose-only effect, or another doubt; inactive = no such curve, though single readings can be large or run the other way
Target sequence (P18054 whole entry, looked up): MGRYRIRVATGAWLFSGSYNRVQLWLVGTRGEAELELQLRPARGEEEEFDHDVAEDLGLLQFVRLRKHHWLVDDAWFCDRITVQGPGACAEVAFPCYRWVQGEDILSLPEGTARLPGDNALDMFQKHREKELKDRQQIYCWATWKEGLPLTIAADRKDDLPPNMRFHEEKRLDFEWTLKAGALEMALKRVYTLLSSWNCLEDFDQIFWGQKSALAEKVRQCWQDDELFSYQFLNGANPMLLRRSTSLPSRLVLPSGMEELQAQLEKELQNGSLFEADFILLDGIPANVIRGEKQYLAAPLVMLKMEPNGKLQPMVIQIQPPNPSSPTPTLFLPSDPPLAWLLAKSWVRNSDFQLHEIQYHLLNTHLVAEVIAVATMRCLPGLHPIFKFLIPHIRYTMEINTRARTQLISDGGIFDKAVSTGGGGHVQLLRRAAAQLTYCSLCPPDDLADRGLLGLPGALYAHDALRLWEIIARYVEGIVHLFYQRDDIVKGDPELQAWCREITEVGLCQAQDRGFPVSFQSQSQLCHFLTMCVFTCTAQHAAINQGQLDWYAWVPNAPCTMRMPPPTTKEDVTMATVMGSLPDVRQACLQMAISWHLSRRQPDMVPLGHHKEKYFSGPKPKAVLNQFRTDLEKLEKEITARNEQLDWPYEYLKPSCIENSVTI
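Purified human 12hLO (150 nM final) in 25 mM Hepes, 0.01% Triton X-100, pH 7.0 was preincubated 15 min at room temperature with compound. Then 40 uM arachidonic acid was added, 30 min. Hydroperoxide was read by Fe-XO absorbance ratio 573/405 nm.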
Numbers without * were called inactive; u = inconclusive; [ ] = remark or other dose. % is scaled to controls: 0 for no effect and ±100 for the full control effect; potency is read from the fitted curve at half-maximal effect. Only part of the results is shown, so the mix of outcomes need not match the whole.

SMILES	12-LOX inh
O=S(=O)(NC1CCCN(Cc2ccccc2F)C1)c1ccccc1 (stereo unspecified)	13.8%
COc1ccc2c(c1)CCN=C2C[C@H]1CN(C(=O)CC(C)(C)C)CC[C@H]1CC(=O)O	u
Cc1ccc(NC(=O)C2CC(=O)Nc3ncnn32)cc1C (stereo unspecified)	37.4%[activator]
O=C(c1c(OCC2CC2)cc(=O)n2c1CCCCC2)N1CCc2ccccc2C1	15.3%
O=C(NC1CCCCC1)C1CN(S(=O)(=O)c2cc(F)cc(F)c2)CC12CCOCC2 (stereo unspecified)	-3.4%
CCCc1nnc([C@H]2CCN(C(=O)c3ccccc3)C2)o1	-25.8%[176 µM]
COCCN1C(=O)CC[C@]2(C(=O)N(C)Cc3cccnc3)CCCC[C@@H]12	-4.0%
O=C1NC(C(=O)NC2CCCC2)Cn2cccc21 (stereo unspecified)	25.4%
O=C1CCC(C(=O)N2CC(c3ncc4c(-c5ccc(F)cc5)nccn34)C2)N1 (stereo unspecified)	6.6%[176 µM]
Cc1ccccc1C(=O)N1CCCN(c2nnc3ccc(Cl)cn23)CC1	93.6%[activator]
Cc1ccc2c(c1)N1C(=O)OC[C@@H]1CCN(C(=O)c1ccccn1)C2	15.3%[176 µM]
CC(C)C(C#CC1CC1)NCc1ccc2c(c1)OCO2 (stereo unspecified)	0.0%
COCC(=O)Nc1ccc([C@@H](O)[C@H]2COCC(=O)N2Cc2ccncc2)cc1	37.3%[activator][176 µM]
CC1=NOC2(CCN(Cc3ccc(C(F)(F)F)cc3)CC2)C1	12.4%[176 µM]
CC1(C)[C@H](Cc2cc(CCO)on2)C[C@@H]1NC1CCC1	11.3%[176 µM]
COc1ccc(-c2nc(C(C)C)nc3c2CCN([S+](=O)([O-])c2ccc(C)cc2)CC3)cc1	-17.5%
O=C(c1ccc(Cl)nc1)N1CCn2c(nn(-c3ccc(C(F)(F)F)cc3)c2=O)C1	51.9%[activator]
O=C1CCCCC(C(=O)NCc2ccc(F)cc2)N1 (stereo unspecified)	18.5%
CN(C)C(=O)c1ccc(OC2CCN(C(=O)c3ccc(Br)cc3)CC2)nc1	10.6%
O=C1Nc2ccc(-c3ccccc3F)cc2C(=O)N2CCN(C(=O)C3CCNCC3)C[C@H]12	-3.6%[176 µM]
c1ccc(COCc2ccccc2)cc1	18.3%
O=C(C(=O)N1CCN(S(=O)(=O)c2ccc(Cl)cc2)CC1)c1cccc(C(F)(F)F)c1	-17.6%
COc1cccc(C(=O)Nc2ccc3c(c2)CN(Cc2ccc(OC)cc2OC)C(=O)CO3)c1	41.7%[activator]
Cc1cccc(C)c1-c1cc(C(=O)NC2CC2)c2cnn(C)c2n1	3.0%[6.33 µM]
Cc1nn2c(c1-c1ccccc1C(C)C)N(C(=O)c1ccnn1C)CCC2	-20.6%[176 µM]

Other records.
SMILES	12-LOX inh
CC(C)c1nncn1C1CCN(S(=O)(=O)c2ccccc2F)CC1	24.4%
CCC(C)NC(=O)C(NC(=O)c1ccc(F)cc1)C1CCN(C(=O)c2cccc(F)c2)CC1 (stereo unspecified)	15.5%
O=C1CC(c2ccccc2)N(Cc2ccncc2)CCCN(C(=O)CC2CCCCC2)CCN1 (stereo unspecified)	17.2%
COc1ccc(-c2nc(C)nc3c2CN(C(=O)c2ccccn2)CC3)cc1	89.7%[activator]
Cn1nc(C2CCNC2)c2c(C(=O)NCc3cccs3)cc(C3CC3)nc21 (stereo unspecified)	u
CCNC(=O)N1CCC(CCOc2ccccc2)C1 (stereo unspecified)	42.5%[activator]
CCc1nncn1C1CCN(S(=O)(=O)c2cc(Cl)ccc2OC)CC1	16.2%
Cc1ccc(-c2ccc([C@@H]3[C@@H](CO)N4C(=O)CN(C(=O)c5ccncc5)C[C@H]34)cc2)cc1	-9.5%
CC(C)c1nc2c(c(-c3ccc(O)cc3)n1)CN(C(=O)c1ccccc1)CC2	-3.3%
Cc1ccc(NC(=O)C2CN(S(=O)(=O)C3CC3)CC23CCCCC3)c(C)c1 (stereo unspecified)	8.4%
CC(=O)N[C@H]1CCN(C(=O)C[C@@H]2[C@H](O)CCC3[C@](C)(CO)[C@H](OC(=O)Nc4cccc(F)c4)CC[C@]32C)C1 (stereo partly specified)	-3.1%
COc1ccc(-c2nc3c(C)cccc3cc2CN2CCC[C@H]2CO)cc1OC	15.1%
COc1ccc(Cl)cc1C(=O)NCc1nnc2cc(-c3nc(C4CC4)no3)ccn12	20.1%
Cc1ccsc1C(=O)NCC1Cn2cccc2C(=O)N1CC(C)C (stereo unspecified)	47.9%[activator]
COC[C@]1(O)CCN(C(=O)C2CCN(CC(N)=O)CC2)CC1(C)C	-2.6%
NC(=O)[C@@H]1CN(Cc2ccco2)C[C@H]1COc1ccccc1	5.4%
COCCNC(=O)Cn1nc2c(cc1=O)CCCC2	20.0%
Cc1ccccc1C(=O)N(C)C(C)c1cccs1 (stereo unspecified)	1.3%[176 µM]
CC(C)Cc1cn(CC2CCCN(C(=O)NC3CCCCCC3)C2)nn1 (stereo unspecified)	20.0%
O=[S+]1([O-])NC2(CCN(CC3CC3)C2)CNc2ccccc21 (stereo unspecified)	37.7%[176 µM]
CNC(=O)CCn1ncc2cc(OCc3ccccc3-c3cccc(NC(C)=O)c3)ccc21	51.0%[activator]
Cc1ccc(-n2cccc2CC(=O)NC(C)c2ccccn2)cc1 (stereo unspecified)	0.8%
Cc1ccccc1C(=O)N(C)[C@H]1C[C@H]2c3[nH]c4c(-c5ccccc5)cccc4c3CCN2C[C@H]1[C@H](C)O	7.0%
COc1ccccc1Oc1ncccc1CNC(=O)c1ccccc1SC	12.3%
CN1CC2(CCCN(CC3CC3)C2)c2cc(C(=O)N3CC(O)C3)ccc21 (stereo unspecified)	u

Reformatted field by field: entries from further up
NC(=O)[C@@H]1CN(Cc2ccco2)C[C@H]1COc1ccccc1
- 12-LOX inh: 5.4%
CCC(C)NC(=O)C(NC(=O)c1ccc(F)cc1)C1CCN(C(=O)c2cccc(F)c2)CC1 (stereo unspecified)
- 12-LOX inh: 15.5%
CN1CC2(CCCN(CC3CC3)C2)c2cc(C(=O)N3CC(O)C3)ccc21 (stereo unspecified)
- 12-LOX inh: u
Cc1ccsc1C(=O)NCC1Cn2cccc2C(=O)N1CC(C)C (stereo unspecified)
- 12-LOX inh: 47.9%[activator]

Further compounds:
SMILES	12-LOX inh
COC(=O)c1cc2c(c3c4ccccc4n(S(=O)(=O)c4cccc(C)c4)c13)C(=O)N(Cc1ccc(N(C)C)cc1)C2	-13.6%
Cc1cc2c(c(=O)n(-c3ccccc3)c(=O)n2CC(=O)Nc2ccccc2F)n1C	44.7µM*
O=C(CCc1c[nH]c2ccccc12)Nc1ccc(Nc2cccnc2)cc1	-14.3%
COc1cc(C)sc1C(=O)N1CCC2(CC1)OCCCC2O (stereo unspecified)	63.5%[activator]
COCCNC(=O)c1nc2c(o1)CCN(Cc1ccc(F)c(Cl)c1)CC2	u
COCCOCc1nc(C2CCN(C(=O)Nc3ccccc3)CC2)no1	12.2%
Cc1ccc(NC(=O)Cn2c(C)cc3nc4n(c(=O)c32)CCCC4)c(Cl)c1	28.8%
COC[C@H]1CCCN1[C@@H]1[C@H](O)[C@H](CO)O[C@@H]1CN(Cc1ccc(F)cc1)Cc1ccc(F)cc1	u
Cc1cc(C)c(CNC(=O)c2nc(-c3ccccc3C#N)cc3c2ccn3C(C)C)c(=O)[nH]1	-7.2%
O=C(NC[C@H]1Cn2c(-c3ccc4c(c3)OCCO4)cnc2CO1)Nc1ccccc1	89.2%[activator][176 µM]
Cc1cccc(C(=O)N2CCCCCC2c2nnc(-c3ccccc3)o2)c1 (stereo unspecified)	-7.3%
COC(=O)C1=C(C)N(Cc2ccccc2C(F)(F)F)C(=NCC2CC2)NC1c1cccc(F)c1 (stereo unspecified)	u
CCOc1ccccc1C(=O)NC1CCCN(c2cc(-c3ccc(Cl)cc3)[nH]n2)C1 (stereo unspecified)	30.3%[activator]
Cc1nc(N2CCCCC2)n(CC(=O)Nc2cccc(Cl)c2)c(=O)c1C	27.9%
CC(C)(C)c1nc(C(=O)NCc2cccnc2)n2ccccc12	55.6%[activator]
O=C1CCN(CC2CCCCC2)CCCC(c2nc(-c3cccnc3)no2)CCN1 (stereo unspecified)	30.2%[activator]
CNCCN1C(=O)CC[C@H]2CN(C(=O)c3cnc4nc(C)[nH]n4c3=O)CC[C@H]21	u
O=C(c1ncoc1C1CC1)N1CCOCC(O)(CN2CCCC2)C1 (stereo unspecified)	20.7%
CCOc1ccccc1NC(=O)Cn1c(N2CCOCC2)nc(COC)cc1=O	31.7%
COc1cc(SC)ccc1C(=O)N[C@@H]1C=C(C(=O)N[C@H](Cc2ccccc2)C(N)=O)C[C@@H](O)[C@@H]1O	-14.6%
CCc1noc(-c2ccn3c(CNC(=O)c4cc(F)ccc4Cl)nnc3c2)n1	32.7%
O=C(Nc1ccc2c(c1)OCCO2)N1CCCCC1c1nc(CCOCC2CC2)no1 (stereo unspecified)	39.4%
Cc1cccc(C(=O)NCc2nnc3cc(-c4nc(C5CC5)no4)ccn23)c1	25.5%
Cn1ccnc1C(=O)N1CCC(C2CCN(S(C)(=O)=O)CC2)C1 (stereo unspecified)	6.5%
O=C(O)CCn1ncc2cc(OCC3CCN(C(=O)Oc4ccccc4Cl)CC3)ccc21	14.9%

Other records
SMILES	12-LOX inh
CCCN(CC1CCOC1)S(=O)(=O)c1ccc(Cl)cc1 (stereo unspecified)	-15.3%
COc1ccc(CNC(=O)C2CN(S(=O)(=O)c3cccnc3)CC23CCCCC3)cc1 (stereo unspecified)	24.6%
O=C(C1CCCC1)N1CCCC1c1nc(C2CCOCC2)no1 (stereo unspecified)	15.2%
COc1cccc(N2CCN(C(=O)[C@H]3CCC[C@H]3NC(=O)c3ccc(OC)nc3)CC2)c1	1.7%
O=C(C1CCCC1)N1CC2(CCCN(Cc3ccccn3)C2)Cc2ccccc21 (stereo unspecified)	2.0%[6.33 µM]
Cc1ccc(S(=O)(=O)NC[C@H]2O[C@@H](CC(=O)NCc3ccc(F)cc3)[C@H](O)[C@@H]2O)cc1	2.0%
CCc1nc(-c2c3n(c(=O)n(CC(=O)NC4CCCCC4)c2=O)CCCCC3)no1	-0.5%
Cc1cc(C(=O)Nc2ccc([C@H]3OCC(=O)N(Cc4ccccc4)[C@@H]3CO)cc2)n(C)n1	39.6%[activator][176 µM]
C#CCNC(=O)C[C@@H]1CCN(C(=O)Nc2cccc(C(=O)OCC)c2)C[C@@H]1CC	-57.3%[176 µM]
COc1ccc(-c2nc3c(c(=O)[nH]2)CCN(C(=O)Nc2ccccc2Cl)C3)cc1	40.1%[activator]
CC1=C(C(=O)OC(C)C)C(c2ccc(C)cc2)CC(=O)N1Cc1cccc(C#N)c1 (stereo unspecified)	3.8%
O=c1[nH]c(N2CCc3ccccc3C2)nc2c1CCN(Cc1ccccc1)CC2	26.2%
COc1ccc(-c2noc([C@@H]3CCCN3C(=O)c3cccc(F)c3)n2)cc1OC	28.8%
O=C1COc2ccc(-c3ccc4c(c3)OCO4)nc2CN1Cc1ccc(C(F)(F)F)cc1	u
CC(C)c1noc(C2CCCN(C(=O)c3ccoc3)CCC(=O)NCC2)n1 (stereo unspecified)	41.3%[activator]
COc1ccc(C(=O)N2CCC[C@H]2c2nc(-c3ccccc3)no2)cc1	39.0%[activator]
Cn1nnnc1C1CCCN(C(=O)c2ccccc2F)C1 (stereo unspecified)	5.8%
COc1ccc(-c2ccnc(N[C@H]3CO[C@H]4[C@@H]3OC[C@@H]4NC(=O)CC3(CC(=O)O)CCCC3)n2)cc1	-6.5%
CNC(=O)[C@H]1C[C@H](Oc2ccccc2)CN1C(=O)NCc1ccc(C)cc1	15.3%
Brc1ccc(CN2CCC(c3nc4ncccc4[nH]3)CC2)cc1	u
COc1cc(OC)cc(-c2nc(-c3nnn4c3COC(c3ccc(Cl)cc3)C4)no2)c1 (stereo unspecified)	12.1%
CC(C)NC(=O)N1CCCC(Cn2c(C3CC3)nc3cccnc32)C1 (stereo unspecified)	-7.5%
CC(C)c1nc2nccc(-c3ccco3)n2n1	27.5%
O=C(Cn1nc2c(cc1=O)CCCCC2)N1CCSCC1	27.5%
NC(=O)c1cc[nH]c1C1CCCN(C(=O)COc2ccc(F)cc2)C1 (stereo unspecified)	29.7%

A second format for some results above.
> CC(C)NC(=O)N1CCCC(Cn2c(C3CC3)nc3cccnc32)C1 (stereo unspecified)
  12-LOX inh: -7.5%

> CC(C)c1nc2nccc(-c3ccco3)n2n1
  12-LOX inh: 27.5%

Next part
SMILES	12-LOX inh
CCOc1ccccc1C(=O)N1CCC(Oc2ccc(C(=O)N(C)C)cn2)CC1	46.5%[activator]
COc1ccc(CN2C[C@H]3CN(Cc4ccc([N+](=O)[O-])cc4)CCN3C2=O)cc1	-1.1%[176 µM]
Cc1cc(C[C@@H]2COC[C@@H]2NC(=O)c2ccc(S(N)(=O)=O)cc2)on1	9.5%
NC(=O)CCNC(=O)C1=C[C@@H](NC(=O)Nc2ccc(F)cc2F)[C@@H](O)[C@H](O)C1	40.1%[176 µM]
Cc1ccc(C(=O)NCc2cccnc2N(C)C2CCCCC2)cn1	32.7%[activator]
Cc1nn(C)c(C)c1CN1C[C@@H](COCC2CC2)[C@H](c2ccccn2)C1	77.4%[activator]
CCN1c2cc(C(=O)Nc3ccc(C(C)C)cc3)ccc2C(=O)N2CCCCCC21 (stereo unspecified)	15.3%
CCOc1ccccc1CN1C[C@@H](CO)[C@H](NC(=O)COC)C1	61.0%[activator]
COc1ccc(CC(=O)NC(C)C(=O)N2CCN(c3ccccn3)CC2)cc1Cl (stereo unspecified)	8.0%
O=C(c1ccc(C(F)(F)F)cc1)N1CCC2(CC1)CC(c1cccnc1)=NO2	55.9%[activator]
